Screening results (PubChem BioAssay)
FUS yeast rescue: FUS proteinopathy suppression in yeast. AID 1347120. 0.24% of 390,000 active. S. cerevisiae FUS-expressing, growth rescue, OD600, 24 h. Potency, µM (highest dose often 76.6 µM), inactives show at the highest dose growth rescue (activation), hits mostly activators; active means well fitted activation curve with a large enough effect; inconclusive means small, poorly fitted or top-dose-only effect; inactive means no such curve, though single readings can be large or run the other way;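 further: plate controls were DMSO vehicle for no effect and reference control for full effect; nearly all actives have a fitted effect of over 55% in size; some results filed as inactive show a strong effect at the top dose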
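Restored growth of FUS-toxic S. cerevisiae, read as 600 nm absorbance after 24 h at 30C in galactose medium (starting OD 0.005). Controls CP55940 and DMSO.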
Numbers without * were called inactive; ? = inconclusive; & = joins results of further samples. Potency means the concentration at half of the fitted maximal effect. Some of the compounds tested; the hit share may differ from the screen's.

SMILES | FUS yeast rescue
CC(C)(N[C@@H](Cc1ccccc1)C(=O)NCCc1c[nH]c2ccccc12)C(=O)NC1CCCCC1 | ?
Cc1occc1-c1nnc(SCC(=O)N[C@@H]2CCc3ccccc32)n1-c1ccccc1 | 35%
Cc1ccc(-c2cc(-c3nnc4sc(Cc5cccs5)nn34)[nH]n2)cc1 | 14%
COc1ccc([C@H]2OC(=O)C[C@H]2C(=O)N2CCN(c3ccccc3F)CC2)cc1OC | 5%
C[C@H]1[C@@H](OC(=O)Nc2ccccc2C(F)(F)F)CC[C@@]23CCCN2C(=O)CCC[C@@H]13 | 11%
COC1=C[C@H](C(=O)N[C@H]2CCCC[C@@H]2NC(C)=O)[C@@]2(C)Cc3ccccc3[C@H]2CC1=O | 13%
Cc1ccc(S(=O)(=O)N2CCCC2C(=O)N2CCN(c3ccccc3)CC2)cc1C (stereo not drawn) | 25%
O=C(Nc1c(-c2ccccc2)nc2ncccn12)c1ccccc1 | -9%
Cc1ccc(-n2c(SCC(=O)NN=Cc3c[nH]c4ccccc34)nnc2-c2ccccc2)cc1 | ?
O=C(NC1CCCCN(Cc2cccc(F)c2)C1=O)c1cccc(C(F)(F)F)c1 (stereo not drawn) | 36%
COc1ccc(-n2c(SCC(=O)NC3CCCCCC3)nnc2-c2ccncc2)cc1 | 28%
CC(=O)Nc1ccc(NC(=O)CSc2nnc(-c3cccs3)o2)cc1 | 4%
O=C(CNS(=O)(=O)c1cc2ccccc2s1)N1CCN(c2ccccn2)CC1 | 1%
Cc1ccc(S(=O)(=O)N(CCc2ccccc2)CC(=O)N2CCOCC2)cc1 | 20%
Cc1ncc(CO)c(C=O)c1O | -3%
CC(C)C[C@@H]1COc2cc(Br)ccc2S(=O)(=O)N1Cc1cn(Cc2ccc(Br)cc2)nn1 | 6%
CCC1CCCCN1C(=O)n1ncc(C(O)(c2ccccc2)c2ccccc2)n1 (stereo not drawn) | 27%&31%
CS(=O)(=O)c1ccc(OC[C@@H](O)CN2CCC(C(O)(c3ccccc3)c3ccccc3)CC2)cc1 | -9%
Fc1cccc(CNC2CCC23CCC(c2ccccc2)CC3)c1 (stereo not drawn) | -8%
COc1ccc(C2C(C(=O)Nc3c(C)cccc3C)CCC(=O)N2c2ccc(OC)cc2)cc1 (stereo not drawn) | 24%

Of the compounds above, 3 contain an NH in an aromatic ring.
SMILES | FUS yeast rescue
CC(C)(N[C@@H](Cc1ccccc1)C(=O)NCCc1c[nH]c2ccccc12)C(=O)NC1CCCCC1 | ?
Cc1ccc(-c2cc(-c3nnc4sc(Cc5cccs5)nn34)[nH]n2)cc1 | 14%
Cc1ccc(-n2c(SCC(=O)NN=Cc3c[nH]c4ccccc34)nnc2-c2ccccc2)cc1 | ?

Following part
SMILES | FUS yeast rescue
Cc1cc(C(=O)O[C@@H]2CCC[C@]3(C(=O)N(Cc4ccccc4)c4ccccc43)[C@H]2NC(=O)CCc2ccccc2)no1 | 0%
CCOc1ccc(-n2c(SCC(=O)NN=Cc3ccc(C(=O)O)cc3)nnc2-c2cccnc2)cc1 | 31%
COc1ccc(N2CCN(CCCNC(=O)COc3ccc(F)cc3)CC2)cc1 | -4%
COC(=O)[C@]12C[C@H](CC(=O)N3CCCC3)C(=O)N(Cc3cccc4ccccc34)C1=C[C@H](C(C)C)O[C@@H]2C1CC1 | ?
Cc1cc(=O)[nH]c(SCC(=O)Nc2ccc(F)c(F)c2)n1 | -12%
CCCCCCCCNC(=O)C1CSCCS(=O)(=O)N1Cc1ccc(OC)cc1 (stereo not drawn) | -18%
COc1ccc(OC)c(S(=O)(=O)N2CCCCC2C(=O)N2CCN(Cc3ccc(F)cc3)CC2)c1 (stereo not drawn) | 9%
CCCCN1C(=O)N2CCc3ccccc3C2CS1(=O)=O (stereo not drawn) | -1%
COc1ccc(CCC[C@@H](CCC(=O)N(c2ccccc2)c2ccccc2)CCc2ccccc2)cc1 | 21%
CCOC(=O)[C@@]12CN(C(=O)OC(C)(C)C)CC=C1N(Cc1ccc(OC)cc1)C(=O)[C@H]2CC(=O)NCCc1ccccc1OC | ?
Cc1ccc(-n2c(SCC(=O)Nc3ccc(S(=O)(=O)Nc4cc(C)nc(C)n4)cc3)nnc2-c2cccs2)cc1 | ?
COCCSc1nnc(-c2cccnc2)n1Cc1ccccc1 | -1%
CCCCCCc1ccc(NC(=O)[C@@H]2CC=C[C@@H]3CCN(Cc4ccccc4)C(=O)[C@@H]32)cc1 | 28%
C[C@@H]1C[C@H]2[C@@H](C)C(=O)N3[C@H](c4ccccc4)[C@H](C)C[C@H]3[C@@H](C)C(=O)N2[C@@H]1c1ccccc1 | 5%
CC(=O)N1CCCN(S(=O)(=O)c2ccc3c(c2)n(C)c(=O)c(=O)n3C)CC1 | 2%
Cc1cccc(C(=O)Nc2c(-c3ccc(C(F)(F)F)cc3)nc3ncccn23)c1 | 11%
CCOC(=O)N1CCN(C(=O)C[C@H]2C[C@@]3(C(=O)OC)C(=C[C@H](C(C)C)O[C@@H]3C3CC3)N(Cc3ccc(Cl)cc3Cl)C2=O)CC1 | ?
CC(C)(C)c1ccc(C(=O)Nc2cc(Cl)ccc2C(=O)O)cc1 | -1%
CCCCNS(=O)(=O)/C=C/c1cc2c(cc1CNC(=O)OC(C)(C)C)OCO2 | -13%
COC(=O)C[C@@H]1CC[C@H]2[C@@H](COc3ccc(NC(=O)Nc4ccccc4Cl)cc3C(=O)N2C)O1 | 12%

Brought forward from above: 3 entries, followed by the next part.
SMILES | FUS yeast rescue
CC(C)(C)c1ccc(C(=O)Nc2cc(Cl)ccc2C(=O)O)cc1 | -1%
CCCCNS(=O)(=O)/C=C/c1cc2c(cc1CNC(=O)OC(C)(C)C)OCO2 | -13%
COC(=O)C[C@@H]1CC[C@H]2[C@@H](COc3ccc(NC(=O)Nc4ccccc4Cl)cc3C(=O)N2C)O1 | 12%
COC(=O)[C@]12C=CCN1[C@H](c1ccc(Cl)cc1)c1c(c3ccccc3n1S(=O)(=O)c1ccc(C)cc1)C2 | 39%
CC(=O)CC[C@H]1CC[C@]2(CCCN(C(=O)c3ccno3)C2)O1 | -21%
Cc1ccc(S(=O)(=O)NC[C@@H]2C[C@H](c3ccccc3)ON2S(=O)(=O)c2ccc(C)cc2)cc1 | ?
N#Cc1cccc(NC(=O)OC2CC3CC2[C@H]2CCCCN2C3)c1 (stereo partly drawn) | ?
O=C(c1ccc2c(c1)OCO2)N1CCC(Oc2cccnc2)CC1 | -19%
COC(=O)[C@@]1(C(C)C)N=C(c2cc(OC)c(OC)c(OC)c2)[C@]2(O1)C(=O)N(Cc1cn(-c3ccccc3)nn1)c1cccc(Cl)c12 | ?
Cc1ccc(-n2c(SCc3cccc(F)c3)nc3ccccc3c2=O)cc1 | 27%
CCOC(=O)C1(Cc2ccccc2)CCN(Cc2ccccc2[N+](=O)[O-])CC1 | 0%
Cc1ccc(-c2cc(C(=O)NN=Cc3sccc3C)[nH]n2)cc1C | 16%
C#CCNC(=O)C[C@@H]1C(=O)N2CCCC3=C2[C@@]1(C(=O)OCC)CCC3 | -21%
CCOc1ccc(N(CC(=O)Nc2c(C)n(C)n(-c3ccccc3)c2=O)S(=O)(=O)c2ccc3c(c2)N(C(=O)C2CCC2)CC3)cc1 | 17%
Cc1ccc(-n2c(SCC(=O)Nc3ccc4c(c3)OCCO4)nnc2-c2ccccn2)cc1 | 17%
Cc1ccc(-c2cc(C(=O)NN=Cc3ccc(-c4ccccc4)cc3)[nH]n2)cc1 | -1%
Cc1ccccc1CN1CCCCC(NC(=O)c2ccc(COc3ccccc3)cc2)C1=O (stereo not drawn) | 33%
CN1C(=O)c2cc(NC(=O)c3cccc(F)c3)ccc2OC[C@@H]2O[C@H](CC(=O)NCc3ccccc3)CC[C@H]21 | 27%
COc1nc(OC)nc(N2CCC(C(=O)NCc3cccc(OC)c3OC)CC2)n1 | -12%
COC(=O)C[C@H]1CC[C@@H]2[C@H](COc3ccc(NC(=O)C(C)C)cc3C(=O)N2C)O1 | 2%
O=C(c1ccc(F)cc1F)N(Cc1ccccn1)CC1CCCO1 (stereo not drawn) | -6%
O=C(NCCCc1ccccc1)[C@H](Cc1c[nH]c2ccccc12)NC1(C(=O)NCCc2c[nH]c3ccccc23)CCC1 | ?
COc1cccc(N(C)C(=O)[C@@H](C)[C@@H](O)c2ccc(C(C)=O)cc2)c1 | -11%
C[C@H]1[C@@H](NCc2cccs2)CC[C@@]23CCCN2C(=O)CCC[C@@H]13 | -18%
COC(=O)c1cc(-c2cccc(OC(F)(F)F)c2)c(=O)n2c1CCC2 | 4%
COc1ccc(C2C(C(=O)Nc3ccc(C)c(C)c3)CCC(=O)N2c2ccc(OC)cc2)cc1 (stereo not drawn) | ?
O=C(c1ccccc1)N1CCC(Oc2cccnc2)CC1 | -18%
COC[C@H]1CCCN1c1ccc2c(c1)O[C@H](C)CCN(C1CC1)S2(=O)=O | 5%
CCOC(=O)N1CCN(C(=O)C[C@@H]2C(=O)N3CCCC4=C3[C@@]2(C(=O)OCC)CCC4)CC1 | -4%
COc1ccccc1CN(C)C(=O)C1CCCN(c2nc3ccccc3o2)C1 (stereo not drawn) | 20%
O=C(CN1CCc2onc(-c3ccc(-n4cc(COc5ccc([N+](=O)[O-])cc5)nn4)cc3)c2C1=O)N1CCOCC1 | -13%
Cc1cccc(NC(=O)C2CCCN2S(=O)(=O)c2cccnc2)c1C (stereo not drawn) | -4%
O=C(CN1CCC(NC(=O)Nc2ccc3c(c2)OCO3)CC1)Nc1ccc2c(c1)OCCO2 | -5%
C[C@H]1COc2c3ccccc3nn21 | -4%
CC[C@@]1(c2ccc(C)cc2)C(=O)N(C(=O)OC(C)C)N1C(=O)OC(C)C | 16%
COC(=O)[C@@H]1[C@H](O[Si](C)(C)C(C)(C)C)[C@H]2O[C@H]2C[C@H]1S(=O)(=O)c1ccccc1 | 34%
COC(=O)[C@]12C[C@H](CC(=O)N3CCC(c4ccccc4)CC3)C(=O)N(Cc3ccc(Cl)cc3Cl)C1=C[C@H](C1CCCC1)O[C@@H]2C | 35%
COCCCN1C(=O)[C@H](CC(=O)N2CCOCC2)[C@]2(C(=O)OC)CCCCC=C12 | -14%
CC(=O)OCCCN1C(=O)CCC12CCC(C)CC2 (stereo not drawn) | -8%
COc1ccc(C2Nc3ccccc3C(=O)N2Cc2cccnc2)cc1COc1c(C)cccc1C (stereo not drawn) | -1%
N#Cc1ccc(OC[C@@H](O)CN2CCC(C(O)(c3ccccc3)c3ccccc3)CC2)cc1 | 24%
O=C(NCCc1c[nH]c2ccccc12)OCc1cn(-c2ccc(F)cc2)nn1 | 30%
Cc1ccc(S(=O)(=O)NCCCc2ccc3c(c2)[C@]2(CCC[C@@H](OCc4ccccc4)[C@@H]2NC(=O)CCc2ccccc2)C(=O)N3Cc2ccccc2)cc1 | 30%
COc1cccc(CNC(=O)CNS(=O)(=O)c2ccc3nc(C)sc3c2)c1OC | 2%
COc1ccc(S[C@]2(C(=O)N3CCN(C(C)=O)CC3)CC(=O)N(C(=O)/C=C/c3ccccc3)[C@@H]2c2ccc(OC)cc2)cc1 | ?
CCOC(=O)CCCNC(=O)OC1CC2CC1[C@H]1CCCCN1[C@H]2C (stereo partly drawn) | 25%
O=C1CCC[C@H]2C[C@H](NCc3cccc(Cl)c3)CC[C@]23CCCN13 | -4%
C[C@@H]1COc2cc(N3CCCC3)ccc2S(=O)(=O)N1C | 5%
CCCCN(C)C(=O)c1oc(=O)c2ccccc2c1-c1ccc(C)cc1 | 30%
COC(=O)C1CN(Cc2cn(Cc3ccc(Cl)cc3)nn2)CCS(=O)(=O)N1Cc1ccc(F)cc1 (stereo not drawn) | 33%
COc1ccc(S[C@]2(C(=O)N(C)C)CC(=O)N(C(=O)CCc3ccccc3)[C@@H]2c2ccc(OC)cc2)cc1 | -5%
CC1(c2nnnn2Cc2ccccc2)CN(S(C)(=O)=O)CC(=O)N1Cc1cccs1 (stereo not drawn) | 29%
CCOC(=O)C(Cc1ccccc1)CP(=O)(OC)[C@@H](C)NC(=O)OCc1ccccc1 (stereo partly drawn) | 6%
COc1ccc(CC(=O)N2CCN(C(=O)c3ccc4nc(C)n(C5CCCC5)c4c3)CC2)cc1 | -2%
CC(C)(C)OC(=O)N1c2ccccc2[C@]2(N3CCCC3)C[C@H](C(=O)O)N(C(=O)OC(C)(C)C)[C@H]12 | -9%
CC(=O)N1c2ccccc2C(C)=NCC1C(=O)NC1CCCCC1 (stereo not drawn) | -6%
CCN(CC)CCCNC(=O)CSc1nnc(-c2ccncc2)n1-c1ccc(OC)cc1 | 7%
O=C(OCc1cn(Cc2cc(F)cc(F)c2)nn1)N1CCOCC1 | -16%
CC(=O)Nc1sc2c(c1-c1cc3ccccc3o1)CCNC2 | 9%
COC(=O)[C@H](C)N(CCc1cn(Cc2ccccc2)nn1)S(=O)(=O)c1ccccc1Br | 44%
N#CCC[C@@H]1CC[C@]2(CCCN(C(=O)c3ccno3)C2)O1 | -22%
CC(C)(C)OC(=O)NCc1cc(F)ccc1/C=C/S(=O)(=O)NCc1ccccc1 | -4%
O=C(NCCc1c[nH]c2ccccc12)OCc1cn(Cc2ccc(C(F)(F)F)cc2)nn1 | ?
Cc1ccccc1NC(=O)[C@@H]1CCCN1S(=O)(=O)c1cccc2cccnc12 | 4%
CCN(CC)C(=O)CC[C@H]1CC[C@]2(CCCN(S(C)(=O)=O)C2)O1 | -18%

Reformatted in markdown: entries from further up
| SMILES | FUS yeast rescue |
| --- | --- |
| CC1(c2nnnn2Cc2ccccc2)CN(S(C)(=O)=O)CC(=O)N1Cc1cccs1 (stereo not drawn) | 29% |
| CCOC(=O)C(Cc1ccccc1)CP(=O)(OC)[C@@H](C)NC(=O)OCc1ccccc1 (stereo partly drawn) | 6% |
| COc1ccc(CC(=O)N2CCN(C(=O)c3ccc4nc(C)n(C5CCCC5)c4c3)CC2)cc1 | -2% |
| CC(C)(C)OC(=O)N1c2ccccc2[C@]2(N3CCCC3)C[C@H](C(=O)O)N(C(=O)OC(C)(C)C)[C@H]12 | -9% |
